Bioassay records (PubChem BioAssay)
Caspase-7 inhib: allosteric or competitive inhibitors of human caspase-7; P55210; recombinant caspase-7, Ac-DEVD-AFC fluorescence rate; Potency, µM (series often up to 57.5 µM), inactives show at the highest dose activity change, negative = inhibition, usual class: inhibitors; hit rate 0.02% among 75,000; AID 889; active = well fitted inhibition curve with a large enough effect in the main read-out, with a control signal flat, not every such curve was filed as active; inconclusive = small, poorly fitted or top-dose-only effect, or a change in a side signal; also: potency is read from the fitted curve at half-maximal effect; % of control where 0% means no effect
HADH2 inhib: blocks human hydroxyacyl-CoA dehydrogenase type II | AID 886 | recombinant HADH2, NADH fluorescence, beta-hydroxybutyryl-CoA | hit rate 3.4% among 73,000 | Potency, µM (titrated, usually from 57.1 µM), without a hit: at the top dose activity change, negative = inhibition, most hits filed as inhibitors; also: potency is read from the fitted curve at half-maximal effect; % is scaled to controls: 0 for no effect and ±100 for the full control effect; nearly all actives have a fitted effect of over 60% in size; many of its hits are not listed in these tables
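His-tagged recombinant enzyme from E. coli, 20 nM, preincubated 15 min RT with compound; reaction started with 1 mM NAD+ and 90 uM beta-hydroxybutyryl-CoA in 100 mM Tris-HCl pH 9.0. NADH fluorescence (ex 360/em 450) read over 4 min; last-minus-first difference.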
ALOX15 inhib: 15-hLO (ALOX15) enzyme inhibition. P16050. purified 15hLO-1, xylenol orange hydroperoxide absorbance. Potency, µM (doses to about 57.1 µM), without a hit: at the highest dose activity change, negative = inhibition, usual class: inhibitors. hit rate 1.4% among 74,000; also: potency is read from the fitted curve at half-maximal effect; % is scaled to controls: 0 for no effect and ±100 for the full control effect; nearly all actives have a fitted effect of over 55% in size
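Purified human 15hLO-1 (40 nM final) in 25 mM Hepes pH 7.5, 0.01% Triton X-100 was preincubated with compound 15 min at room temperature, then reacted 6 min with 50 uM arachidonic acid; hydroperoxide detected by Fe-XO, 573/405 nm absorbance ratio.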
USP2a inhib: inhibitors of human ubiquitin-specific protease USP2a. O75604. USP2a enzymatic assay, qHTS inhibition. Potency, µM (doses to about 38.3 µM), without a hit: at the highest dose activity change, negative = inhibition, hits mostly inhibitors. hit rate 0.1% among 60,000;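 also: potency is read from the fitted curve at half-maximal effect; nearly all actives have a fitted effect of over 60% in size; plate controls were DMSO for no effect and NEM full inhibition control for full effect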
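20 nM USP2 core + cpd, 30 min RT; add 20 nM Ub-PLA2/20 uM NBD C6-HPC; read Ex460/Em535 at 0 h and 2.5 h. Normalized to NEM; qHTS curve fit/classification.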
Rhodamine fluor: compound fluoresces in the rhodamine spectral region | Rhodamine-region fluorescence, 547/598 nm, Tris buffer; active compounds read high | AID 594 | hit rate 0.05% among 59,000 | max dye-equivalent concentration, M; in the data active = max dye-equivalent concentration above about 11 nM; inconclusive = between about 1.1 nM and that limit
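Intrinsic compound fluorescence, ex 547 / em 598 nm, CCD imager. Tris 100 mM pH 8.0; 15 min RT. Output = rhodamine dye-equivalent concentration at each compound concentration.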
DNA Pol III inh: DNA polymerase III holoenzyme inhibition. hit rate 0.25% among 71,000. Potency, µM (doses to about 57.1 µM), for the others: at the top dose activity change, negative = inhibition. reconstituted DNA polymerase III holoenzyme replication, biochemical; also: potency is read from the fitted curve at half-maximal effect; % is scaled to controls: 0 for no effect and ±100 for the full control effect
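Reconstituted *E. coli* holoenzyme (0.35 nM Pol III, 1 nM beta, 154 nM SSB, 2 nM primase) was preincubated with compound for 15 min at RT. Synthesis on 1.4 nM ssM13Gori ran 35 min, then was stopped with PicoGreen/EDTA and read as dsDNA fluorescence.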
BRCT inh green: inhibitors of human BRCA1 BRCT-phosphoprotein interaction (green fluorophore); BRCA1 BRCT-phosphopeptide binding, green fluorescence polarization; Potency, µM (highest dose often 76.9 µM), for the others: at the top dose activity change, negative = inhibition, hits mostly inhibitors; P38398; hit rate 0.05% among 75,000; AID 875;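 also: potency is read from the fitted curve at half-maximal effect; plate controls were peptide without protein for full effect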
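Fluorescence polarization: His-tagged BRCT (~35 kDa BRCA1 C-terminus, 250 nM) bound to 100 nM fluorescein-labeled phosphorylated 10-aa BACH1 peptide, pH 7.3 phosphate buffer with DTT and Tween 20. Compounds incubated 12 min at room temperature; inhibition read as lowered polarization.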
Caspase-1 inhib: blocks human caspase-1 allosterically or competitively; AID 900; Caspase-1 enzyme, Ac-WEHD-AFC fluorogenic rate; P29466; hit rate 0.03% among 75,000; Potency, µM (titrated, usually from 57.5 µM), for the others: top-dose activity change, negative = inhibition, actives largely listed as inhibitors;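 also: potency is read from the fitted curve at half-maximal effect; plate controls were vehicle for no effect and no substrate for full effect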
Tau fil binding: binds recombinant human tau filaments. P10636. Potency, µM (doses to about 57.1 µM), inactives show at the top dose activity change, negative = inhibition. hit rate 2% among 71,000. recombinant tau filaments, thioflavin S fluorescence, 15 h; filaments grown with octadecylsulfate alongside compound;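 also: potency is read from the fitted curve at half-maximal effect; % is scaled to controls: 0 for no effect and ±100 for the full control effect; actives lower thioflavin S fluorescence by blocking filaments or displacing dye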
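Assay mix: 1 uM His-tagged tau, 30 uM sodium octadecylsulfate, thioflavine S dye in HEPES/NaCl/DTT buffer. Compound is added prior to the inducer. Fluorescence after 15 h at 37 C.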
HEK293 cAMP cs: counter-screen for TSHR agonists: cAMP increase in parental HEK293 | hit rate 2.5% among 73,000 | parental HEK293 CNG cAMP sensor, membrane potential fluorescence | AID 938 | Potency, µM (series often up to 57.1 µM), for inactives: at the top dose activation, actives largely listed as activators; also: potency is read from the fitted curve at half-maximal effect; % of control where 0% means no effect; nearly all actives have a fitted effect of over 55% in size
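Parental HEK 293 cells stably expressing a cAMP-gated CNG channel were loaded with membrane potential dye containing 100 uM RO 20-1724 for 60 min. Compound added for 30 min; depolarization read as fluorescence intensity at 590 nm.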
BRCT inh red: disrupts BRCA1 BRCT binding to phosphoprotein, red fluorophore readout | P38398 | Potency, µM (series often up to 76.9 µM), for the others: top-dose activity change, negative = inhibition, hits mostly inhibitors | hit rate 0.03% among 75,000 | BRCT-phosphopeptide binding, red fluorescence polarization; also: % is scaled to controls: 0 for no effect and ±100 for the full control effect
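Fluorescence polarization: 100 nM His-tagged BRCA1 BRCT with 100 nM TAMRA-labelled phospho-BACH1 decapeptide, phosphate buffer pH 7.3 with 150 mM NaCl, DTT, 0.01% Tween 20; 12 min RT. Binding inhibition seen as FP decrease.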
* marks the source's active call; other numbers are inactive results; i = inactive; ? = inconclusive; nt = not tested or not shown; [ ] = another dose, or the depositor's remark. Unless noted, calls follow the shape of the dose curve; as a rule, active = well fitted curve in the direction sought with a large enough effect; inconclusive = small, poorly fitted or top-dose-only effect, or another doubt; inactive = no such curve, though single readings can be large; an effect the other way counts as inactive or inconclusive. The list is partial; rates above refer to the full screens.

cpd	SMILES	Caspase-7 inhib	HADH2 inhib	ALOX15 inhib	USP2a inhib	Rhodamine fluor	DNA Pol III inh	BRCT inh green	Caspase-1 inhib	Tau fil binding	HEK293 cAMP cs	BRCT inh red
1	O=C(COc1ccccc1)NCCn1ccc2ccccc21	-2.0%	7.2%	-3.5%	11.8%	i	2.4%	-1.3%	1.1%	2.5%	7.6%	1.8%
2	O=C1NCCN1C(=O)C12CC3CC(CC(C3)C1)C2	-2.3%	-4.4%	14.0%	-9.2%	i	4.1%	-1.0%	1.5%	10.3%	-0.6%	0.0%
3	CNC[C@H](O)c1cccc(O)c1	0.0%	10.1%	5.5%	-0.9%	i	-5.6%	-2.0%	-0.1%	-1.4%	10.5%	-2.8%
4	Cc1ccc(SC/C(O)=C(\C#N)c2nc3ccccc3n2C)cc1	-6.9%	0.7%	2.5%	10.5%	i	-6.2%	1.4%	-11.5%	54.0%	?	0.2%
5	Cc1ccc(-c2cc(C(F)(F)F)nn2-c2ccc(S(N)(=O)=O)cc2)cc1	-1.4%	-10.9%	-5.6%	13.7%	nt	-12.7%	2.5%	-2.0%	-4.0%	-35.0%[inhibitor]	-2.2%
6	CCCn1c(=O)c(C(=O)NCc2ccccn2)c(O)c2ccccc21	3.7%	7.8%	-10.2%	32.4%[activator]	nt	-4.0%	6.2%	-2.6%	135.1%	?	-2.0%
7	CC(=O)c1ccc(Nc2cc(C)nc3nc(C)nn23)cc1	-1.1%	-18.1%	3.6%	nt	nt	-7.1%	-1.1%	-2.9%	1.7%	5.2%	-0.9%
8	CC(C)(O)C#Cc1ccc(C(=O)N2CCC(C(N)=O)(N3CCCCC3)CC2)cc1	0.1%	-7.8%	-18.5%	-2.8%	i	-15.1%	-1.3%	-3.1%	-5.2%	7.0%	-1.2%
9	C=CCSc1nc2ccccc2[nH]1	-7.5%	-13.6%	12.6%	-4.5%	i	-3.0%	1.4%	1.0%	-7.1%	3.8%	0.4%
10	COc1cccc(NC(=O)N2CCOCC2)c1	1.0%	-2.5%[11.4 µM]	1.3%[11.4 µM]	1.6%[7.66 µM]	nt	-4.9%[11.4 µM]	0.2%	-1.7%	-0.7%[11.4 µM]	4.7%[11.4 µM]	-0.8%
11	Cc1cc(N2CCCCC2)n2ncc(-c3ccccc3)c2n1	?	?	-3.2%	-7.1%	i	0.9%	0.6%	?	-9.6%	1.6%	-0.5%
12	COc1ccc(NC(=O)N2CCCC3(CCNCC3)C2)cc1	-2.4%	-1.6%	-14.6%	14.8%	i	-8.4%	-3.1%	-3.2%	6.0%	-3.6%	0.1%
13	O=C1C(Cl)=C(Nc2ccccc2O)C(=O)N1c1ccccc1	-0.9%	1µM*	?	12.7%	i	-3.9%	-1.8%	-2.3%	-10.8%	1.7%	-0.9%
14	O=C(CCC(=O)N1CCN(C2CCCC2)CC1)Nc1nnc(C(F)(F)F)s1	0.5%	11.8%	3.9%	3.0%	i	-0.5%	-1.2%	0.8%	4.9%	17.6%	0.9%
15	O=C(CC1(O)C(=O)N(Cc2ccccc2)c2ccccc21)c1ccncc1 (stereo not drawn)	-2.4%	-24.7%	0.8%	2.4%	i	-3.3%	-2.5%	-0.5%	1.8%	9.8%	-0.8%

cpd	SMILES	Caspase-7 inhib	HADH2 inhib	ALOX15 inhib	USP2a inhib	Rhodamine fluor	DNA Pol III inh	BRCT inh green	Caspase-1 inhib	Tau fil binding	HEK293 cAMP cs	BRCT inh red
16	CCN(CC)CCOC(=O)c1c(C)oc2ccc(O)cc12	1.9%	-3.5%	5.4%	4.0%	i	-1.6%	-0.9%	-0.9%	-10.9%	27.0%	1.4%
17	C[C@@H](CN1CCC(Cc2ccccc2)CC1)[C@H](O)c1ccc(O)cc1	-1.1%	8.1%	9.1%	2.8%	i	12.9%	-2.4%	0.6%	6.9%	-0.5%	1.3%
18	COc1cc(OC)cc(-c2nnc(SCC(=O)N3c4ccccc4Sc4ccccc43)o2)c1	-2.4%	9.6%	3.3%	-2.0%	i	-3.2%	-0.6%	-0.1%	8.0%	3.4%	0.5%
19	O=C1c2ccccc2C(=O)N1CCCC(=O)N1CCCc2ccccc21	0.1%	2.0%	0.3%	12.2%	i	-1.6%	-0.5%	0.6%	-17.0%	1.0%	-1.6%
20	CCOC(=O)C1=C(C)NC(=O)NC1c1ccco1 (stereo not drawn)	-3.2%	-9.8%	-12.4%	-4.6%	i	-14.3%	-2.3%	-0.7%	5.5%	7.7%	-1.6%
21	Cc1cccc(N2CCN(S(=O)(=O)c3ccc4c(c3)CCN4C(=O)CCC(=O)O)CC2)c1C	-0.3%	6.6%	-5.2%	26.3%	i	4.2%	-2.2%	-0.9%	3.6%	12.0%	-2.7%
22	Cc1c(OCc2nn[nH]n2)ccc2c3c(c(=O)oc12)CCCC3	-3.4%	-8.7%	6.3%	-0.1%	i	-4.6%	3.5%	-0.6%	7.5%	3.1%	-3.1%
23	O=C(Cc1ccccc1)Nc1c(C(=O)N2CCOCC2)cnn1-c1ccccc1	0.5%	10.9%	-24.0%	1.6%	nt	-2.1%	-0.2%	0.4%	5.5%	0.5%	-0.7%
24	Cc1cc(NC(=O)Cn2nnc3sc4c(c3c2=O)CCCC4)no1	-0.8%	3.2%	-5.8%	-3.5%	i	2.5%	0.3%	-1.7%	16.7%	3.5%	0.0%
25	COc1ccc(CN2CCN(C(=O)c3cccs3)CC2)c(OC)c1OC	0.6%	-5.7%	-8.8%	1.0%	nt	10.5%	0.7%	-2.8%	5.9%	17.5%	0.4%
26	Cc1c(C(=O)NCc2cccnc2)oc2c1C(=O)CC(C)(C)C2	-2.5%	-5.7%	2.3%	-1.9%	i	-9.3%	-1.2%	-0.1%	-1.3%	2.1%	0.0%
27	CCN1CCN(C(=O)c2cc3c(s2)-c2ccccc2S(=O)(=O)C3)CC1	-7.9%	1.4%	0.7%	nt	nt	-1.7%	-3.0%	-1.6%	-5.3%	0.1%	1.8%
28	CCOC(=O)COc1ccc2nsnc2c1	-2.0%	-5.5%	0.5%	7.2%	i	-7.0%	-1.3%	-14.9%	-27.9%	-1.6%	-0.2%
29	Cn1c2c(c(=O)n(C)c1=O)CN(Cc1ccco1)CN2	-0.4%	-4.6%	-3.0%	-6.2%	nt	-0.3%	-1.4%	-0.3%	2.0%	23.6%	0.3%
30	CN1CCN(c2ccc(NC(=O)COc3ccc(Cl)cc3Cl)cc2)CC1	-0.3%	?	-10.2%	14.9%	i	-3.3%	-1.0%	-1.3%	3.5%	-35.6%[inhibitor]	-0.3%

One compound at a time, from the list above. Order of screens: Caspase-7 inhib | HADH2 inhib | ALOX15 inhib | USP2a inhib | Rhodamine fluor | DNA Pol III inh | BRCT inh green | Caspase-1 inhib | Tau fil binding | HEK293 cAMP cs | BRCT inh red
Cc1ccc(-c2cc(C(F)(F)F)nn2-c2ccc(S(N)(=O)=O)cc2)cc1 is listed with -1.4% | -10.9% | -5.6% | 13.7% | nt | -12.7% | 2.5% | -2.0% | -4.0% | -35.0%[inhibitor] | -2.2%
O=C(CCC(=O)N1CCN(C2CCCC2)CC1)Nc1nnc(C(F)(F)F)s1 is listed with 0.5% | 11.8% | 3.9% | 3.0% | i | -0.5% | -1.2% | 0.8% | 4.9% | 17.6% | 0.9%

(continued)
cpd	SMILES	Caspase-7 inhib	HADH2 inhib	ALOX15 inhib	USP2a inhib	Rhodamine fluor	DNA Pol III inh	BRCT inh green	Caspase-1 inhib	Tau fil binding	HEK293 cAMP cs	BRCT inh red
31	COc1cccc(-c2cc(C(=O)Nc3c(C)nn(Cc4ccccc4)c3C)no2)c1	-10.7%	1.1%	-18.4%	8.3%	i	-3.2%	0.4%	-0.7%	72.7%	?	-2.1%
32	O=C(Nc1ccccc1Cl)N1CCN(c2ncccn2)CC1	0.6%	8.5%	0.8%	-1.2%	i	-2.4%	-2.9%	-8.0%	3.0%	0.5%	-0.1%
33	CCOCC(=O)Nc1nnc(Cc2ccc(OC)c(OC)c2)s1	0.0%	-20.8%	10.7%	-14.0%	i	-3.5%	-1.2%	0.7%	1.8%	3.9%	-1.8%
34	CN1CCCCc2c1[nH]c1ccccc1c2=O	0.5%	?	14.4%	1.0%	nt	-0.6%	-0.8%	-0.5%	-6.2%	?	-0.2%
35	CN1CCN(C(=O)c2ccc(N(Cc3ccccc3Cl)S(C)(=O)=O)cc2)CC1	1.3%	8.4%	-1.6%	1.5%	i	-6.8%	-1.0%	-0.7%	-13.1%	4.2%	-2.4%
